MRP reversal = reverses drug resistance mediated by MRP. AID 602. differential viability (reversal), % at 10 µM. 85,000 tested, 0.04% active. H69AR cells + 2 uM doxorubicin, CellTiter-Glo, 72 h;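 active = viability drop by adding the cancer drug above about 55%, with treated viability meeting a 40% cutoff, limit read from the data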;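 also: viability without doxorubicin minus viability with 2 µM doxorubicin for each compound; larger differential means the compound sensitizes cells more to doxorubicin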
NFkB transloc pot = enhances IL-1B driven NFkB nuclear translocation; HUVEC IL-1B NFkB p65 nuclear translocation imaging; activation, % at 2 µM; 94,000 tested, 0.3% active; AID 819;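 active = activation above 40%, about the mean plus 3 SD, also judged a hit on visual image review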;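 also: percent activation is computed from the nuclear over cytoplasmic p65 intensity ratio; values of inactives mirror those of a sister screen read the other way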
PLAP inhibitors HTS = PLAP enzyme inhibitors, biochemical, luminescence, HTS (AID 690); 96,000 tested, 0.08% active; purified PLAP, luminescent substrate; higher % means a stronger effect; inhibition, % at 20 µM; hits with a dose series show IC50 in µM; in the data active = a potency from the dose series; inactive = the rest, 99 in 100 with inhibition below about 30%; also: strong numbers were not always called active
IL1B NFkB inh = blocks IL-1B driven NFkB nuclear translocation in HUVEC cells; HUVEC IL-1B NFkB p65 nuclear translocation imaging; inhibition, % at 2 µM; 94,000 tested, 0.43% active; AID 796;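 active = inhibition above about 30% together with a positive call from visual inspection of the well image, limit read from the data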;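 also: nuclear over cytoplasmic p65 intensity ratio measured by imaging; 0% = IL-1B stimulated DMSO wells and 100% = unstimulated DMSO wells; values of inactives mirror those of a sister screen read the other way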
Bcl-B TR3 displacers = displacers of TR3 peptide from Bcl-B, primary screen, selectivity assay for Bfl-1 inhibitor project, biochemical, fluorescence polarization | FP displacement of FITC-TR3 peptide from Bcl-B; higher % means a stronger effect | 96,000 tested, 0.11% active | one-dose displacement, % at 20 µM; IC50 in µM for titrated hits;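 active = displacement above 50% at 20 µM plus a fluorescence interference ratio under 1.5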;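 also: plate controls were wells without compound for no effect and wells lacking Bcl-B protein for full effect; a part of the inactive calls stands beside numbers as strong as those of hits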
MRP reversal cytotoxicity = further read-out of MRP reversal, marked with its call; viability, %; H69AR cells, CellTiter-Glo, 72 h; measured here: cytotoxicity without doxorubicin
MRP reversal with doxorubicin = second read-out of MRP reversal, no call of its own (marks repeat the call); viability, %; measured here: viability with 2 uM doxorubicin; active compounds read low
IL1B NFkB inh cell count 2 µM = second read-out of IL1B NFkB inh, no call of its own (marks repeat the call); cell count; measured here: cells passing quality filter;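 raw number of nuclei counted in each imaged well without normalization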
NFkB transloc pot cell count 2 µM = also measured in NFkB transloc pot; calls as there; cell count; measured here: cells passing quality filter
* hit, by the source's call. These rows are one share of the data; the hit share may differ from the screen's.

What do the screens show for `Cc1nnc(NC(=O)CCCN2C(=O)c3ccccc3C2=O)s1`?
MRP reversal: 2.8; NFkB transloc pot: 10.5; PLAP inhibitors HTS: 10.3%; IL1B NFkB inh: -10.5; Bcl-B TR3 displacers: 0.8%; MRP reversal cytotoxicity: 87.8; MRP reversal with doxorubicin: 85.0; IL1B NFkB inh cell count 2 µM: 127; NFkB transloc pot cell count 2 µM: 127

How did COC(=O)c1ccccc1CON1C(=O)C(C)(C)N(OCc2ccccc2C(=O)OC)C(=O)C1(C)C do in these assays?
MRP reversal: 9.7; NFkB transloc pot: 8.0; PLAP inhibitors HTS: -5.8%; IL1B NFkB inh: -8.0; Bcl-B TR3 displacers: 6.3%; MRP reversal cytotoxicity: 95.1; MRP reversal with doxorubicin: 85.5; IL1B NFkB inh cell count 2 µM: 71; NFkB transloc pot cell count 2 µM: 71

How did Cc1cccc(C(=O)n2c(=S)nc3ccccn32)c1 do in these assays?
MRP reversal: 9.2; NFkB transloc pot: 2.6; PLAP inhibitors HTS: 14.1%; IL1B NFkB inh: -2.6; Bcl-B TR3 displacers: -9.4%; MRP reversal cytotoxicity: 77.7; MRP reversal with doxorubicin: 68.5; IL1B NFkB inh cell count 2 µM: 199; NFkB transloc pot cell count 2 µM: 199

What do the screens show for `c1ccc2c(c1)C(=Nn1cnnc1)c1ccccc1-2`?
MRP reversal: -9.8; NFkB transloc pot: -12.6; PLAP inhibitors HTS: 24.3%; IL1B NFkB inh: 12.6; Bcl-B TR3 displacers: 5.1%; MRP reversal cytotoxicity: 77.8; MRP reversal with doxorubicin: 87.5; IL1B NFkB inh cell count 2 µM: 123; NFkB transloc pot cell count 2 µM: 123

Results for COc1ccc2c(c1)cc(C)c1nnc(SCC(=O)N(C)c3nc(-c4ccccc4)cs3)n12 ?
NFkB transloc pot: 7.7; PLAP inhibitors HTS: -29.0%; IL1B NFkB inh: -7.7; Bcl-B TR3 displacers: -2.6%; IL1B NFkB inh cell count 2 µM: 180; NFkB transloc pot cell count 2 µM: 180

Results for CN(C)CCOC(=O)CCc1ccccc1 ?
MRP reversal: -6.9; NFkB transloc pot: -0.3; PLAP inhibitors HTS: -5.5%; IL1B NFkB inh: 0.3; Bcl-B TR3 displacers: -7.0%; MRP reversal cytotoxicity: 101.1; MRP reversal with doxorubicin: 108.0; IL1B NFkB inh cell count 2 µM: 107; NFkB transloc pot cell count 2 µM: 107

What do the screens show for `CCN(CC)CC(=O)Nc1ccc(-c2nc3cc(NC(=O)CN(CC)CC)ccc3o2)cc1`?
MRP reversal: -10.6; PLAP inhibitors HTS: -59.4%; Bcl-B TR3 displacers: 13.1%; MRP reversal cytotoxicity: 61.3; MRP reversal with doxorubicin: 71.8

Results for O=C(CN1CCN(C(=O)c2ccco2)CC1)Nc1cc(Cl)ccc1Cl ?
MRP reversal: -6.8; NFkB transloc pot: -9.2; PLAP inhibitors HTS: -9.2%; IL1B NFkB inh: 9.2; Bcl-B TR3 displacers: 7.4%; MRP reversal cytotoxicity: 84.2; MRP reversal with doxorubicin: 91.0; IL1B NFkB inh cell count 2 µM: 161; NFkB transloc pot cell count 2 µM: 161

What do the screens show for `O=[N+]([O-])c1ccc(N2CCCCCC2)c([N+](=O)[O-])c1`?
NFkB transloc pot: -7.0; PLAP inhibitors HTS: 20.6%; IL1B NFkB inh: 7.0; Bcl-B TR3 displacers: -2.0%; IL1B NFkB inh cell count 2 µM: 129; NFkB transloc pot cell count 2 µM: 129

Results for O=C1c2[nH]nc(-c3ccccc3O)c2C(c2ccccc2F)N1Cc1ccco1 (configuration not stated) ?
MRP reversal: -8.1; NFkB transloc pot: 5.2; PLAP inhibitors HTS: -64.1%; IL1B NFkB inh: -5.2; Bcl-B TR3 displacers: 4.0%; MRP reversal cytotoxicity: 4.5; MRP reversal with doxorubicin: 12.7; IL1B NFkB inh cell count 2 µM: 99; NFkB transloc pot cell count 2 µM: 99

What do the screens show for `COCCOC(=O)C1=C(C)N=C2SCCC(=O)N2C1c1ccc(C(=O)OC)cc1` (configuration not stated)?
MRP reversal: 9.3; NFkB transloc pot: 5.9; PLAP inhibitors HTS: -52.8%; IL1B NFkB inh: -5.9; Bcl-B TR3 displacers: -2.3%; MRP reversal cytotoxicity: 101.1; MRP reversal with doxorubicin: 91.8; IL1B NFkB inh cell count 2 µM: 137; NFkB transloc pot cell count 2 µM: 137

Results for CCOc1ccc(S(=O)(=O)Nc2cccc(N(C)S(C)(=O)=O)c2)cc1 ?
NFkB transloc pot: -21.1; PLAP inhibitors HTS: -54.1%; IL1B NFkB inh: 21.1; Bcl-B TR3 displacers: 9.2%; IL1B NFkB inh cell count 2 µM: 130; NFkB transloc pot cell count 2 µM: 130

Sorted by molar mass (rising): part of the list above
What do the screens show for `O=[N+]([O-])c1ccc(N2CCCCCC2)c([N+](=O)[O-])c1`?
NFkB transloc pot: -7.0; PLAP inhibitors HTS: 20.6%; IL1B NFkB inh: 7.0; Bcl-B TR3 displacers: -2.0%; IL1B NFkB inh cell count 2 µM: 129; NFkB transloc pot cell count 2 µM: 129

What do the screens show for `COCCOC(=O)C1=C(C)N=C2SCCC(=O)N2C1c1ccc(C(=O)OC)cc1` (configuration not stated)?
MRP reversal: 9.3; NFkB transloc pot: 5.9; PLAP inhibitors HTS: -52.8%; IL1B NFkB inh: -5.9; Bcl-B TR3 displacers: -2.3%; MRP reversal cytotoxicity: 101.1; MRP reversal with doxorubicin: 91.8; IL1B NFkB inh cell count 2 µM: 137; NFkB transloc pot cell count 2 µM: 137

How did COC(=O)c1ccccc1CON1C(=O)C(C)(C)N(OCc2ccccc2C(=O)OC)C(=O)C1(C)C do in these assays?
MRP reversal: 9.7; NFkB transloc pot: 8.0; PLAP inhibitors HTS: -5.8%; IL1B NFkB inh: -8.0; Bcl-B TR3 displacers: 6.3%; MRP reversal cytotoxicity: 95.1; MRP reversal with doxorubicin: 85.5; IL1B NFkB inh cell count 2 µM: 71; NFkB transloc pot cell count 2 µM: 71

Following part.
What do the screens show for `CCOc1ccc(-c2nnc(-c3ccccc3)o2)cc1`?
MRP reversal: 5.0; NFkB transloc pot: 11.0; IL1B NFkB inh: -11.0; MRP reversal cytotoxicity: 106.1; MRP reversal with doxorubicin: 101.1; IL1B NFkB inh cell count 2 µM: 106; NFkB transloc pot cell count 2 µM: 106

Results for O=C1C(=O)N(CCCn2ccnc2)C(c2ccccn2)/C1=C(/O)c1ccccc1 (configuration not stated) ?
MRP reversal: 3.5; PLAP inhibitors HTS: 17.4%; Bcl-B TR3 displacers: -4.4%; MRP reversal cytotoxicity: 102.5; MRP reversal with doxorubicin: 99.0

What do the screens show for `CCOC(=O)c1c(NC(=O)c2ccnn2C)sc(C)c1C`?
MRP reversal: 2.2; NFkB transloc pot: -12.9; IL1B NFkB inh: 12.9; MRP reversal cytotoxicity: 72.2; MRP reversal with doxorubicin: 69.9; IL1B NFkB inh cell count 2 µM: 81; NFkB transloc pot cell count 2 µM: 81

Results for CN1C2C=C3C(C#N)=C(N)C(C#N)(C#N)[C@@H](c4cccs4)C3C1CC2 (some centres not stated) ?
MRP reversal: -2.2; NFkB transloc pot: 9.4; PLAP inhibitors HTS: 5.1%; IL1B NFkB inh: -9.4; Bcl-B TR3 displacers: 11.4%; MRP reversal cytotoxicity: 74.6; MRP reversal with doxorubicin: 76.8; IL1B NFkB inh cell count 2 µM: 146; NFkB transloc pot cell count 2 µM: 146

How did CCC(C)Nc1nc2c(c(=O)[nH]c(=O)n2C)n1CCC(C)C (configuration not stated) do in these assays?
MRP reversal: 8.1; NFkB transloc pot: -6.4; IL1B NFkB inh: 6.4; MRP reversal cytotoxicity: 68.6; MRP reversal with doxorubicin: 60.5; IL1B NFkB inh cell count 2 µM: 131; NFkB transloc pot cell count 2 µM: 131

How did CC1(C)NC(=O)N(CC(O)Cn2nnc3ccccc32)C1=O (configuration not stated) do in these assays?
NFkB transloc pot: 26.5; PLAP inhibitors HTS: 10.6%; IL1B NFkB inh: -26.5; Bcl-B TR3 displacers: -6.7%; IL1B NFkB inh cell count 2 µM: 123; NFkB transloc pot cell count 2 µM: 123

How did O=C(O)CCC(=O)N1CCc2cc(S(=O)(=O)Nc3ccc4c(c3)OCCO4)ccc21 do in these assays?
MRP reversal: -6.8; NFkB transloc pot: 11.7; PLAP inhibitors HTS: -0.2%; IL1B NFkB inh: -11.7; Bcl-B TR3 displacers: -7.5%; MRP reversal cytotoxicity: 104.1; MRP reversal with doxorubicin: 110.9; IL1B NFkB inh cell count 2 µM: 59; NFkB transloc pot cell count 2 µM: 59

What do the screens show for `CCCCn1c(N)c(N(CCC(C)C)C(=O)CSc2nnc3ccccn23)c(=O)[nH]c1=O`?
MRP reversal: 10.8; NFkB transloc pot: -6.2; PLAP inhibitors HTS: 5.3%; IL1B NFkB inh: 6.2; Bcl-B TR3 displacers: 1.3%; MRP reversal cytotoxicity: 86.2; MRP reversal with doxorubicin: 75.3; IL1B NFkB inh cell count 2 µM: 126; NFkB transloc pot cell count 2 µM: 126

What do the screens show for `COc1cc(C2Nc3cc(Cl)c(S(N)(=O)=O)cc3S(=O)(=O)N2)ccc1OCc1ccccc1` (configuration not stated)?
NFkB transloc pot: -7.0; PLAP inhibitors HTS: -2.6%; IL1B NFkB inh: 7.0; Bcl-B TR3 displacers: -18.4%; IL1B NFkB inh cell count 2 µM: 153; NFkB transloc pot cell count 2 µM: 153

How did CC12C(=O)N(c3cccc4cccnc34)C(=O)C1C1C=CC2C1 (configuration not stated) do in these assays?
MRP reversal: -0.4; NFkB transloc pot: -5.7; PLAP inhibitors HTS: -12.2%; IL1B NFkB inh: 5.7; Bcl-B TR3 displacers: -1.4%; MRP reversal cytotoxicity: 92.2; MRP reversal with doxorubicin: 92.6; IL1B NFkB inh cell count 2 µM: 181; NFkB transloc pot cell count 2 µM: 181

What do the screens show for `CCCC(=O)N1CCN(c2ccc(NC(=O)c3cc4ccccc4o3)cc2)CC1`?
MRP reversal: 28.4; NFkB transloc pot: 8.1; PLAP inhibitors HTS: -25.5%; IL1B NFkB inh: -8.1; Bcl-B TR3 displacers: -0.4%; MRP reversal cytotoxicity: 111.3; MRP reversal with doxorubicin: 82.9; IL1B NFkB inh cell count 2 µM: 94; NFkB transloc pot cell count 2 µM: 94

How did CN(C)CCN1C(=O)C(=O)/C(=C(/O)c2ccc(S(=O)(=O)N3CCOCC3)cc2)C1c1ccccc1 (configuration not stated) do in these assays?
MRP reversal: 9.3; PLAP inhibitors HTS: -55.1%; Bcl-B TR3 displacers: -2.8%; MRP reversal cytotoxicity: 104.8; MRP reversal with doxorubicin: 95.6

What do the screens show for `O=C(N1CCOCC1)N1CCN(CC(O)COc2ccc3ccccc3c2)CC1` (configuration not stated)?
MRP reversal: 14.1; NFkB transloc pot: -2.6; PLAP inhibitors HTS: -56.6%; IL1B NFkB inh: 2.6; Bcl-B TR3 displacers: 1.5%; MRP reversal cytotoxicity: 93.6; MRP reversal with doxorubicin: 79.5; IL1B NFkB inh cell count 2 µM: 106; NFkB transloc pot cell count 2 µM: 106

What do the screens show for `CCOC(=O)c1cnc(SC)nc1Oc1cccc(NS(=O)(=O)c2ccccc2)c1`?
NFkB transloc pot: -9.9; PLAP inhibitors HTS: 2.0%; IL1B NFkB inh: 9.9; Bcl-B TR3 displacers: -10.5%; IL1B NFkB inh cell count 2 µM: 135; NFkB transloc pot cell count 2 µM: 135

Results for COc1cc(C)c(S(=O)(=O)N2CCCC2)cc1C ?
MRP reversal: -6.1; NFkB transloc pot: 6.5; PLAP inhibitors HTS: -3.6%; IL1B NFkB inh: -6.5; Bcl-B TR3 displacers: -12.4%; MRP reversal cytotoxicity: 89.1; MRP reversal with doxorubicin: 95.1; IL1B NFkB inh cell count 2 µM: 93; NFkB transloc pot cell count 2 µM: 93

How did O=C(O)CCc1ccc(-c2ccc(F)cc2)n1CC(=O)O do in these assays?
MRP reversal: 7.7; NFkB transloc pot: 2.4; PLAP inhibitors HTS: -7.0%; IL1B NFkB inh: -2.5; Bcl-B TR3 displacers: 4.3%; MRP reversal cytotoxicity: 95.3; MRP reversal with doxorubicin: 87.6; IL1B NFkB inh cell count 2 µM: 123; NFkB transloc pot cell count 2 µM: 123
